PLK1 PBD inh = PLK1 (human) polo-box domain binding inhibition; P53350; Plk1 PBD binding of FITC phosphopeptide, fluorescence polarization; Potency, µM, for the others: max response, negative = inhibition, hits mostly inhibitors; actives 2.8% (n = 360,000); AID 720504; also: potency is read from the fitted curve at half-maximal effect; series mostly up to about 57 µM; % is scaled to controls: 0 for no effect and ±100 for the full control effect; nearly all actives have a fitted effect of over 65% in size
Target sequence (P53350 whole entry, looked up, the tested form may be a part): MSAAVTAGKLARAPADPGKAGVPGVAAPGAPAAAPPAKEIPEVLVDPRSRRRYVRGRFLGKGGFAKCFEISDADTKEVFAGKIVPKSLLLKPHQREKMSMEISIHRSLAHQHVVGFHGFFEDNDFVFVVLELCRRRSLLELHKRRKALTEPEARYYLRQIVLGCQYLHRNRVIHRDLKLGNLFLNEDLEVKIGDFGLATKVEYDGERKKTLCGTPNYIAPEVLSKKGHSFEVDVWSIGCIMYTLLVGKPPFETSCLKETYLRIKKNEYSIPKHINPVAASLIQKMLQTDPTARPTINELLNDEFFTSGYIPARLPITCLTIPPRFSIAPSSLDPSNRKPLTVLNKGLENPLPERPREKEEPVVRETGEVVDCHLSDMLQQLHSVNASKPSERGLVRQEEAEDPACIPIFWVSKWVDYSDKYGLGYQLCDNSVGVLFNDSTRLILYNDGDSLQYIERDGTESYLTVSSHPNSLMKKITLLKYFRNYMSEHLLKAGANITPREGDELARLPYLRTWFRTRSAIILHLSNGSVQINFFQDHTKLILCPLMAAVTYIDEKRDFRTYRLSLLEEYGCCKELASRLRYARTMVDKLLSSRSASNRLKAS
PI5P4K alpha inh = blocks human PI5P4K alpha kinase activity. PI5P4Kalpha enzyme, ADP-Glo luminescence, 60 min; hits give low values. max response, %. actives 1.2% (n = 330,000); active = max response of -50% or lower; inconclusive = between -30% and -50%; inactive = -30% or higher; also: value at the top dose of about 77 µM; % is scaled to controls: 0 for no effect and ±100 for the full control effect
Target sequence (P48426 whole entry, looked up): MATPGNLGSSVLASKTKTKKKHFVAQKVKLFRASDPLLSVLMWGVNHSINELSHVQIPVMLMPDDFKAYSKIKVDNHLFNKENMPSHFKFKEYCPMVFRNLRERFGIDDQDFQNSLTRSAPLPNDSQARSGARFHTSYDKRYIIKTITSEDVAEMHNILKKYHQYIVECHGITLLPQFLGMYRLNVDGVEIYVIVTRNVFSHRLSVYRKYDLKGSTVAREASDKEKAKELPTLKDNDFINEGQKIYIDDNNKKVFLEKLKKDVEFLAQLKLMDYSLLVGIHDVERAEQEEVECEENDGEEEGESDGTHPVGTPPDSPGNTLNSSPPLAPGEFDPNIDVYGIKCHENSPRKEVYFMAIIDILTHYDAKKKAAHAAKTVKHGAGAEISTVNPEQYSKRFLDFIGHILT
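Reactions run in 0.038 M HEPES pH 7.4, 0.28 mM EGTA, 0.1% CHAPS and 5% DMSO, with PI5P4Kalpha, substrate, compound and 5 microM ATP final, one hour at room temperature. Readout is ADP-Glo luminescence.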
Abeta rescue = restores growth of yeast expressing A-beta42 peptide. yeast expressing A-beta42, growth rescue, OD600, 48 h; response scale: 0% DMSO, 100% iron-clioquinol control. Potency, µM (doses to about 46.1 µM), inactives show at the top dose growth rescue, hits mostly activators. actives 0.063% (n = 410,000); also: potency is read from the fitted curve at half-maximal effect; nearly all actives have a fitted effect of over 55% in size
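Yeast growth medium received pinned compounds, then yeast cells expressing toxic A-beta were added; plates incubated at 30 C for 48 hr. Growth read as absorbance at 600 nm, normalized to DMSO and equimolar FeCl3 plus clioquinol controls.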
FUS yeast rescue = FUS proteinopathy suppression in yeast. S. cerevisiae FUS-expressing, growth rescue, OD600, 24 h. Potency, µM (titrated, usually from 76.6 µM), without a hit: at the highest dose growth rescue (activation), hits mostly activators. actives 0.24% (n = 390,000). AID 1347120;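 also: potency is read from the fitted curve at half-maximal effect; plate controls were DMSO vehicle for no effect and reference control for full effect; nearly all actives have a fitted effect of over 55% in size; some results filed as inactive show a strong effect at the top dose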
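FUS-expressing yeast, raffinose-pregrown, induced in 2% galactose minimal medium at OD 0.005; compounds in a dilution series, 24hr at 30C. Growth restoration read as absorbance at 600 nm. CP55940 positive control, DMSO negative.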
EPAC1 antagonist = antagonists of human EPAC1; O95398; EPAC1 GEF assay, Rap1b-BODIPY-GDP exchange fluorescence; Potency, µM (series often up to 115 µM), for inactives: at the highest dose activity change, negative = inhibition, most hits filed as inhibitors; actives 0.14% (n = 360,000); AID 720709;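 also: potency is read from the fitted curve at half-maximal effect; plate controls were vehicle for no effect and positive control for full effect; nearly all actives have a fitted effect of over 50% in size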
WRN helicase inh = inhibitors of human WRN helicase | Q14191 | WRN helicase unwinding, fluorescent forked duplex, kinetic | Potency, µM (titrated, usually from 114 µM), inactives show at the highest dose activity change, negative = inhibition, actives largely listed as inhibitors | actives 0.46% (n = 360,000) | AID 651768; also: potency is read from the fitted curve at half-maximal effect; % is scaled to controls: 0 for no effect and ±100 for the full control effect; nearly all actives have a fitted effect of over 55% in size
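Kinetic fluorescence helicase assay: unwinding of a quenched forked DNA duplex (100 nM final) with 2 mM ATP final raises red fluorescence (525/598 nm). Compounds sat 15 min at room temperature with 20 nM WRN beforehand.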
IL2 activator = activators of IL-2; IL-2 activation reporter assay, cell-based qHTS; stimulated with anti-CD3/CD4/CD28 beads; in transgenic mouse T cells; activation, % (series mostly up to about 46 µM); actives 0.065% (n = 360,000); AID 652025; in the data active = activation above about 50%; inconclusive = mostly about 30% to 49%; also: 0% is about no effect
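Using fluorescent plate cytometry, EGFP and DsRed are detected in transgenic mouse T cells stimulated 18 h at 37 degrees C with antibody-coated beads after 60 min compound pretreatment.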
EPAC1 agonist = EPAC1 (human) agonism. EPAC1 agonist qHTS, biochemical assay; response scale: 100% = response to 6.5 mM cAMP. actives 0.073% (n = 360,000). AID 720707. O95398. Potency, µM (series often up to 154 µM), inactives show at the top dose activation, hits mostly activators; also: potency is read from the fitted curve at half-maximal effect; nearly all actives have a fitted effect of over 60% in size
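Nucleotide exchange by EPAC1 (100 nM) on Rap1B–BODIPY-GDP (250 nM) in the presence of 50 uM GDP is tracked fluorescently at 480/540 nm over 30 min. Signals are normalized to a 6.5 mM cAMP control.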
aSyn yeast inh = alpha-synuclein toxicity inhibition in yeast. Yeast expressing alpha-synuclein, growth rescue, BacTiter-Glo, 24 h. Potency, µM (top dose mostly 46.1 µM), for the others: at the highest dose growth rescue (activation), actives largely listed as activators. actives 0.14% (n = 370,000). AID 652106; also: potency is read from the fitted curve at half-maximal effect; % of control where 0% means no effect; nearly all actives have a fitted effect of over 65% in size
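Rescue of yeast growth: cells expressing toxic alpha-synuclein, induced in galactose at OD600 0.02, incubated with compound 24 h at 30 C. ATP luminescence quantified growth; inhibitors of toxicity appear as activators.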
An asterisk follows results filed as active; ? = inconclusive; . = no result given; & = joins results of further samples; [ ] = another dose, or the depositor's remark. Unless noted, calls follow the shape of the dose curve; as a rule, active = well fitted curve in the direction sought with a large enough effect; inconclusive = small, poorly fitted or top-dose-only effect, or another doubt; inactive = no such curve, though single readings can be large; an effect the other way counts as inactive or inconclusive.

Order of results – PLK1 PBD inh	PI5P4K alpha inh	Abeta rescue	FUS yeast rescue	EPAC1 antagonist	WRN helicase inh	IL2 activator	EPAC1 agonist	aSyn yeast inh
1) Cc1ccccc1OCc1nc2ccccc2c(=O)n1/N=C/c1cn[nH]c1-c1ccc(Br)cc1
  -10%	12	1%	.	7%	12%	-0.5	4%	7%
2) COc1cccc(Nc2nc(N)nc(CCl)n2)c1
  -18%	1	-8%	0%	-5%	-8%	-5.7	8%	1%
3) CN(C1CCS(=O)(=O)C1)S(=O)C12CC3CC(CC(C3)C1)C2 (stereo not given)
  -29%	1	4%	10%	-13%	5%	0.9	6%	0%
4) CCCN(CC(=O)Nc1ccccc1C)C(=O)c1ccc(OCC(=O)N2CCOCC2)c(OCC)c1
  5%	0	-2%	-5%	-21%	1%	-0.2	4%	2%
5) O=C1CC(=O)N(CCc2ccc(F)cc2)C(=O)N1
  -27%	?	-15%	-7%	-14%	-36%	0.6	-6%	-4%
6) O=C(/C=C/c1c[nH]c2ccccc12)c1ccccc1
  2%	13	-25%	.	-16%	-15%	-4.4	4%	-45%[inhibitor]
7) N#CCCSCc1ccc2oc(C(=O)O)cc2c1
  -10%	.	20%	25%	-8%	-8%	1.4	6%	2%
8) CCC(Oc1ccc(C)cc1)C(=O)Nc1ccc(S(=O)(=O)Nc2nccs2)cc1 (stereo not given)
  -6%	-12	-13%	20%	-16%	-9%	0.9	1%	1%
9) Cc1ccc(CN(C(=O)COc2ccc(Br)cc2)C2CCS(=O)(=O)C2)o1 (stereo not given)
  12µM*	-16	13%	6%	?	-9%	-4.1	-4%	4%
10) O=C(COC(=O)c1cc(-c2ccco2)nc2ccccc12)NCc1ccc2c(c1)OCO2
  -22%	-24	-1%	19%	24%	-10%	2.2	-1%	16%
11) C/C(=N/OCC(=O)Nc1ccccc1)c1cccs1
  -4%	-6	6%	-8%	2%	0%	0.5	19%	-4%
12) CC(C)C(C)(C#N)NC(=O)CN1C(=O)NC2(CCCc3ccccc32)C1=O (stereo not given)
  1%	-9	-4%	-4%	-14%	12%	-0.5	-10%	0%
13) O=S1(=O)N=CN(Cc2cccc(F)c2)c2ccccc21
  -5%	-11	-14%	14%	16%	9%	0.4	3%	-9%
14) COc1ccc2oc(=O)c(-c3csc(Nc4cccc(O)c4)n3)cc2c1
  -5%	-25	-28%	?	-8%	-13%	-2.3	4%	-16%
15) Cc1nc(-c2ccc(F)cc2)c(CC(=O)N2CCN(S(=O)(=O)c3cccc(F)c3)CC2)s1
  -3%	4	16%	12%	-2%	6%	-5.5	-1%	0%

Additional results.
Order of results – PLK1 PBD inh	PI5P4K alpha inh	Abeta rescue	FUS yeast rescue	EPAC1 antagonist	WRN helicase inh	IL2 activator	EPAC1 agonist	aSyn yeast inh
16) CCN(c1ccc(C)c(C)c1)S(=O)(=O)c1ccc2c(c1)CCN2C(=O)CCC(=O)O
  -5%	.	7%	17%	10%	-7%	-1.7	2%	4%
17) CCc1ccc(NC(=O)N(Cc2cccnc2)Cc2ccco2)cc1
  -4%	.	0%	15%	-11%	-8%	2.6	-1%	2%
18) CC(NC(=O)CC1Sc2ccccc2NC1=O)c1ccccc1 (stereo not given)
  -11%	1	-18%	6%	11%	-32%	2.1	-3%	-2%
19) CCCCC(=O)Nc1cccc(-c2csc(-c3ccccc3)n2)c1
  -6%	20	7%	4%	-24%	-17%	-2.1	10%	-4%
20) COc1ccc(C2Cc3ccccc3C(=O)O2)cc1 (stereo not given)
  -3%	3	11%	3%	8%	3%	0.2	9%	0%
21) O=C(COC(=O)/C=C/c1ccccc1Cl)NCCc1ccc(Cl)cc1Cl
  -3%	3	8%	-9%	-5%	2%	-4.3	1%	-1%
22) CC(C)CCNC(=O)c1c[nH]c2ccc(S(=O)(=O)N3CCOCC3)cc2c1=O
  -8%	13	3%	12%	6%	-6%[57.1 µM]	8.2	-14%	1%
23) O=C(N/N=C/c1cc(Br)cc(Br)c1O)c1ccncc1
  31%[activator]	-22	-1%	24%	4%	-11%	0.3	29%	?
24) CC(=O)Nc1ccc(S(=O)(=O)NCC(=O)NNC(=O)COc2ccccc2Cl)cc1
  19µM*	1	3%	11%	-14%	-1%	0.7	10%	-1%
25) COCn1c(=O)c2c(nc(SC3=NCCS3)n2Cc2ccccc2C)n(COC)c1=O
  -6%	.	7%	7%	6%	-1%	-2.9	-3%	2%
26) CCC(=O)N1CCc2cc(S(=O)(=O)NCCC(=O)NC3CCCc4ccccc43)ccc21 (stereo not given)
  -6%	2	9%	40%	-12%	-18%	-2.8	-10%	3%
27) O=C(O)C(Oc1ccc2c(c1)oc(=O)c1ccccc12)c1ccccc1 (stereo not given)
  3%	-4	0%	-8%	15%	0%	0.3	-4%	1%
28) CC(C)(C)OC(=O)N1CCCN(C(=O)Nc2ccccc2)CC1
  -7%	1	2%	-2%	24%	9%	-1.1	12%	1%
29) Cc1cccc(N2CC(C(=O)OCC(=O)c3c(N)n(CC(C)C)c(=O)n(C)c3=O)CC2=O)c1C (stereo not given)
  -1%	2	7%	15%	-1%	7%	-3.3	-4%	7%
30) COc1ccc(S(=O)(=O)Nc2cccc3c2O[C@H](CN(C)Cc2ccc(-c4ccccc4)cc2)[C@@H](C)CN([C@H](C)CO)C3=O)cc1
  -5%	5	5%	25µM*	-15%	-8%	0.0	7%	-1%

Going on with the list.
Order of results – PLK1 PBD inh	PI5P4K alpha inh	Abeta rescue	FUS yeast rescue	EPAC1 antagonist	WRN helicase inh	IL2 activator	EPAC1 agonist	aSyn yeast inh
31) CN(C)S(=O)(=O)c1ccc(Cl)c(-c2nnc3n2CCCCC3)c1
  3%	0	4%	1%	11%	2%	-0.3	5%	1%
32) CC(C)Oc1ccc(S(=O)(=O)N2CCOCC2)cc1NC(=O)C1=NN(c2ccccc2)C(=O)CC1
  0%	8	8%	?	4%	4%	-2.6	-5%	-1%
33) C(=N/n1c2ccccc2c2ccccc21)/c1ccco1
  -10%	13	-8%	-5%	-9%	-34%	0.3	22%	8%
34) C/C(=N\NC(=O)COc1ccc(C(C)(C)C)cc1)c1ccc(OC(F)F)cc1
  -1%	12	6%	7%	-21%	-8%	-4.2	-14%	-1%
35) Cc1[nH]c2ccc(Br)cc2c(=O)c1CN1CCOCC1
  -6%	-2	-4%	4%	6%	-11%	-1.2	5%	4%
36) O=C(COC(=O)c1ccc[nH]c1=O)NCC1CCCO1 (stereo not given)
  -6%	0	-3%	6%	5%	8%	0.0	12%	-1%
37) COc1ccccc1N(CN1CCCC1=O)C(=O)c1c(F)cccc1Cl
  0%	.	11%	7%	-1%	-3%	-1.9	1%	0%
38) COc1ccc(-c2nc(NC(=O)c3ccccc3)sc2-c2ccc([N+](=O)[O-])cc2)cc1
  4%	11	6%	.	-9%	-5%	-2.6	11%	7%
39) O=C(c1cc(C2CC2)nc2ccc(Br)cc12)N1N=C(C(F)F)CC1(O)C(F)F (stereo not given)
  -8%	5	10%	?	-4%	-20%	-0.2	12%	15%
40) O=C(Nc1ccc(Cl)cc1)Nc1nc(-c2ccccc2)cs1
  -6%	-4	6%	-32%	-1%	-2%	-0.2	8%	-10%
41) COc1ccc(OC)c(NC(=O)CCNS(=O)(=O)c2cccc3nsnc23)c1
  -9%	3	-1%&-9%	4%&30%	-17%	7%	2.1	-2%	-5%
42) CN(C)c1ccc(P(=O)(Nc2ccccc2)N2CCOCC2)c(NC(=O)c2cccs2)c1 (stereo not given)
  -4%	-8	-3%	?	6%	-3%	-1.5	-4%	1%
43) COC(=O)c1nn(-c2ccc(OC)cc2)c(=O)cc1Oc1ccccc1
  -7%	-2	4%	8%	4%	2%	-2.6	1%	-2%
44) Cc1ccc(CS(=O)(=O)Cc2ccc(C(=O)NCCCN3CCOCC3)o2)cc1
  0%	.	-14%	10%	11%	-4%[57.1 µM]	-1.8	-9%	-2%
45) CC(C)CCOCC(=O)Nc1cccc(C(=O)O)c1
  1%	.	23%	15%	5%	0%	3.8	1%	12%

Remaining list, next part
Order of results – PLK1 PBD inh	PI5P4K alpha inh	Abeta rescue	FUS yeast rescue	EPAC1 antagonist	WRN helicase inh	IL2 activator	EPAC1 agonist	aSyn yeast inh
46) COc1ccc([C@H]2C[C@@H](O)[C@H](n3cc(COC(=O)c4ccccc4)nn3)CN2CC2CCCCC2)cc1
  -10%	10	3%	?	-16%	-10%	-3.8	-6%	-6%
47) Cc1nn(C)cc1CN(C)C(=O)CC12CC3CC(CC(C3)C1)C2
  3%	-5	-6%	.	2%	0%	0.0	-11%	-1%
48) O=S(=O)(c1cccc(-c2nc3n(n2)Cc2ccccc2-3)c1)N1CCCCC1
  -7%	0	-5%	1%	-23%	-1%	0.8	9%	0%
49) CSc1ccccc1C(=O)NCc1ccccc1
  -11%	4	1%	3%	-15%	-14%	-0.1	8%	9%
50) CC(=O)c1nn(-c2ccc(Br)cc2)cc1C(=O)c1ccccc1
  -2%	2	-12%	-22%	-1%	-7%	3.4	-3%	14%
51) FC(F)(F)c1cc(-c2ccco2)nc(-n2cnc3ccccc32)n1
  -4%	.	-7%	-1%	10%	8%	-3.2	5%	-1%
52) COc1ccc(NC(=O)c2cc(-c3ccccc3)on2)cc1
  -6%	-4	1%	-28%	-3%	-6%	1.9	-2%	4%
53) CCOC(=O)/C=C1\SCC(=O)N1CC(=O)c1ccc[nH]1
  -1%	-53*	1%	39%	-2%	-7%[11.6 µM]	7.9	-6%	-17%
54) O=C(CN(Cc1ccccc1Cl)C(=O)c1ccc(CN2CCOCC2)o1)NCc1ccccc1
  0%	14	0%	.	-8%	-8%	0.1	0%	4%
55) COc1cc(C(=O)NCCN2C(=O)S/C(=C\c3ccc(F)cc3)C2=O)ccc1OCC(=O)N1CCOCC1
  -27%	1	6%	-4%	-15%	6%	1.3	10%	0%
56) O=C(O)C[C@H]1c2ccccc2S(=O)(=O)N1C1CCCCC1
  -4%	0	9%	-21%	-3%	2%	-0.2	-3%	1%
57) CCc1ccc(-c2cc(C)no2)cc1S(=O)(=O)N1CCN(c2ccc(OC)cc2)CC1
  -11%	3	-7%	13%	-23%	-2%	-4.2	0%	13%

Screens as filed in PubChem BioAssay.
